aDG glyco act: activators of alpha-DG glycosylation, primary screen, uHTS, Pro5-aDG cells, AlphaScreen | alpha-DG glycosylation AlphaScreen (IIH6); 0% Pro5, 100% B10-LARGE cell signal | activation, % at 10 µM | actives 0.22% (n = 360,000);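 active means activation of at least 8% versus controls, or a plate z-score of at least 8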;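 further: Pro5 are CHO cells carrying HIG-tagged alpha-DG that lacks glycosylation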
ABHD5 PLIN5 PPI: ABHD5-PLIN5 interaction inhibitors, primary screen, cell lysate, split luciferase complementation, luminescence | inhibition, % at 4 µM | actives 0.78% (n = 360,000) | Split G. princeps luciferase complementation, 4 h | Perilipin-5 (Homo sapiens) + 1-acylglycerol-3-phosphate O-acyltransferase ABHD5 (Homo … | AID 602281, 2012;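 active means inhibition above the mean inhibition across every tested compound plus 3 SD, cut at about 22% in these data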;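 further: 0% = DMSO only wells and the 100% control is not disclosed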
MC4R antagonist: MC4R antagonists of cAMP signaling, primary screen, cell-based, TR-FRET, antagonist arm of biased-ligand search; Melanocortin receptor 4 (Homo sapiens), P32245; MC4R-expressing cells, MTII-stimulated cAMP, LANCE TR-FRET; inhibition, % at 6.5 µM; actives 0.48% (n = 360,000);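 active means inhibition above its plate's cutoff, the mean of tested wells on that plate plus 3 SD, cut at about 29% in these data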;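 further: 0% = Melanotan II alone and 100% = Melanotan II plus saturating MCL0020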
Target sequence (P32245 whole entry, looked up): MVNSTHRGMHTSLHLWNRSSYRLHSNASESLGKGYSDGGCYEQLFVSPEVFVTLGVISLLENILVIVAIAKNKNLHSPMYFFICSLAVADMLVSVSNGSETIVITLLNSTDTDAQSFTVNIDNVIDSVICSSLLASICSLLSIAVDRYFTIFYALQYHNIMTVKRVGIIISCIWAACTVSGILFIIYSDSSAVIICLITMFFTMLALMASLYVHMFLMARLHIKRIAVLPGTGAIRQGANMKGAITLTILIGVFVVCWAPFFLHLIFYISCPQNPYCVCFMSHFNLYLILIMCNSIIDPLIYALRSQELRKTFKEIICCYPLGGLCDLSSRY
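system = U2OS cells with stable human MC4R expression | also added = Melanotan II challenge after compound preincubation | dosing = one concentration, 6.5 µM nominal | incubation = compound 30 min, challenge 1 h, detection 1 h | measured by = TR-FRET with Eu-cAMP and labeled anti-cAMP, 671 nm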
m5-HT2A agonist: mouse Htr2a agonists via beta-arrestin recruitment, primary screen, cell-based, luminescence. activation, % at 7.6 µM. 5-hydroxytryptamine receptor 2A (Mus musculus), P35363. actives 0.66% (n = 360,000). CHO-K1 mHTR2A beta-arrestin complementation; percent of 30 µM serotonin response;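 active means activation above a run cutoff, the mean activation of all tested compounds plus 3 SD, cut at about 14% in these data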;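 further: 0% = plate median of compound wells and 100% = 30 µM serotonin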
Target sequence (P35363 whole entry, looked up): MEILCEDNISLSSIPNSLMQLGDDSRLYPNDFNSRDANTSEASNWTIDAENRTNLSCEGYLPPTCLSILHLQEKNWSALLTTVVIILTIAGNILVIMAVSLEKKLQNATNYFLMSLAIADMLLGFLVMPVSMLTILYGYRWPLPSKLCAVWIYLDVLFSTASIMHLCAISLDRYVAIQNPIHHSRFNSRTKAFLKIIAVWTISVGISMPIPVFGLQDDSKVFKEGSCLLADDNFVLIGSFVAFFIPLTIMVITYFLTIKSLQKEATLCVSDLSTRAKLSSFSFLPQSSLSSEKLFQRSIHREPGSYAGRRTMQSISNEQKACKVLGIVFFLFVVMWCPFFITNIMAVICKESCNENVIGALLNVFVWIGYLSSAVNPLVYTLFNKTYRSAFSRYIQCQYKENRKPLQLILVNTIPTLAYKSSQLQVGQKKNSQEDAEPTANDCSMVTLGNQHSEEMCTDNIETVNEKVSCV
ABCB6 inh 2: ABCB6 transporter inhibitors, primary screen, K562-ABCB6 cells, flow cytometry, MLPCN library | ATP-binding cassette sub-family B member 6 (Homo sapiens), Q9NP58 | K562-ABCB6 porphyrin accumulation, 1 h; stronger effect = lower value | actives 0.19% (n = 360,000) | fluorescence ratio to DMSO, % at 10 µM;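 active means fluorescence ratio to DMSO below 75%, the collection mean minus 3 SD; inconclusive means too few cells collected in the well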;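 further: signal is porphyrin accumulated inside mitochondria; 100% equals median channel fluorescence of DMSO control wells; lower ratio means ABCB6 inhibition with less porphyrin fluorescence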
Granule exo inh: LAMP-1 surface exposure blockers, TALL-104 cells – cell-based, flow cytometry, MLPCN library, primary screen; TALL-104 LAMP-1 surface exposure; cells stimulated with thapsigargin and PMA; inhibition, % at 10 µM; actives 0.66% (n = 360,000); AID 651702, 2012;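 active means inhibition above about 55%, limit read from the data; inconclusive means no clear call, values can overlap the other calls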
H9c2 protect: cardioprotection against H2O2-induced cell death, primary screen, uHTS, H9c2 cells, ATPLite luminescence | H9c2 cardiomyocytes, H2O2 injury protection, 2 h | protection from H2O2 cell death, % at 20 µM | actives 0.63% (n = 360,000) | AID 588492, 2011;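 active means compounds giving at least 50% protection of heart cells from peroxide-induced death in the single-dose screen, raw or plate-pattern-corrected value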;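 further: 0% = DMSO wells with peroxide and 100% = DMSO wells without peroxide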
MC4R barr agon: MC4R agonists recruiting beta-arrestin, primary screen, cell-based, luminescence, agonist arm of biased-ligand search. U2OS MC4R beta-arrestin complementation; percent of melanotan II response, DMSO zero. AID 540308, 2011. actives 0.98% (n = 360,000). Melanocortin receptor 4 (Homo sapiens), P32245. activation, % at 8.9 µM;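 active means activation above a per-plate cutoff, the mean activation of sample wells on that plate plus 3 SD, cut at about 8% in these data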
hiPSC survival: enhancers of single-cell hiPSC survival, primary screen, ATPlite luminescence; actives 0.044% (n = 360,000); AID 602274, 2012; 100% = ROCK inhibitor wells, 0% = DMSO; survival enhancement, % at 20 µM; in the data active means survival enhancement above about 18%;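 further: cells exposed to compounds for 16 hours before the ATP read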
Glyco luc inh: increase of ERlucT glycosylation luciferase signal, primary screen, N-linked glycosylation inhibitor project, D54 ERlucT cells, luminescence, set 2; reporter increase, % at 12.5 µM; AID 588692, 2011; D54 ERlucT glycosylation luciferase reporter, 24 h; percent of 100 nM tunicamycin response; actives 0.23% (n = 360,000);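 active means mean luciferase reporter signal, scaled so untreated is 0 and the glycosylation-blocking control 100, at or above a set limit in every replicate; inconclusive means mean reaches the limit but not every replicate does; inactive means mean below the limit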;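 further: luciferase carries N-glycosylation sites so blocking glycosylation raises the light; 0% = median of neutral control wells and 100% = median of 100 nM tunicamycin wells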
Active calls of the source: *; ? = inconclusive.

SMILES	aDG glyco act	ABHD5 PLIN5 PPI	MC4R antagonist	m5-HT2A agonist	ABCB6 inh 2	Granule exo inh	H9c2 protect	MC4R barr agon	hiPSC survival	Glyco luc inh
CC(=O)Nc1ccc(NC(=O)CSc2nnc(C3CC3)n2-c2ccccc2)cc1	-0.2	6	7	-2	105	9	-1	-0.3	1.2	-1
CCOC(=O)C(CC(=O)O)=C(c1ccccc1)c1ccccc1	0.0	-4	1	-4	83	2	3	-1.1	0.3	1
COc1ccc(-n2c(SCC(=O)N3CCOCC3)nc(O)cc2=O)cc1	-0.4	2	2	3	98	5	-3	-0.9	0.2	2
COC(=O)C(CSCc1ccccc1)NC(=O)CSc1nc(N)cc(=O)[nH]1 (stereo not drawn)	-0.1	-1	13	0	102	-4	-1	-1.1	-0.4	1
CC(=O)Nc1cccc(OCC(=O)Nc2ccc(F)cc2)c1	-0.2	1	6	-2	97	0	0	-0.1	0.3	0
O=S(=O)(Nc1cccc(-c2cn3c(n2)SCC3)c1)c1cccs1	0.1	-8	14	-1	97	3	4	0.1	3.1	-2
COc1cc(OC)cc(C(=O)NCc2n[nH]c(=S)n2-c2ccccc2OC)c1	-0.2	0	14	2	100	-1	-3	-0.6	-0.7	1
CCSc1nnc2c(n1)OC1(CCCC1)Nc1ccccc1-2	-0.1	4	5	1	100	-6	4	0.0	0.4	-1
CN(C(=O)C1CCCN(c2ncnc3c2nc2n3CCCCC2)C1)c1cccc(Cl)c1 (stereo not drawn)	0.0	-1	6	2	94	4	3	2.7	-0.6	6
CC(C)CCN(C(=O)Cc1ccccc1F)c1c(N)n(Cc2ccccc2)c(=O)[nH]c1=O	0.3	4	4	5	95	-3	13	-4.1	0.8	-1

Limited to H9c2 protect, for some of the entries so far:
molecule | H9c2 protect
CC(=O)Nc1ccc(NC(=O)CSc2nnc(C3CC3)n2-c2ccccc2)cc1 | -1
CCOC(=O)C(CC(=O)O)=C(c1ccccc1)c1ccccc1 | 3
COc1ccc(-n2c(SCC(=O)N3CCOCC3)nc(O)cc2=O)cc1 | -3

The list continues.
SMILES	aDG glyco act	ABHD5 PLIN5 PPI	MC4R antagonist	m5-HT2A agonist	ABCB6 inh 2	Granule exo inh	H9c2 protect	MC4R barr agon	hiPSC survival	Glyco luc inh
CC(C)(C)OC(=O)N(CCc1ccccc1)Cc1ccc(OCc2cccc(NC(=O)c3ccccc3)c2)cc1	-0.4	4	1	0	87	-11	7	-0.4	-1.9	-7
CC(C)(C)NS(=O)(=O)c1ccc(OCC(=O)NCCC2=CCCCC2)cc1	0.0	-15	0	-3	103	3	-7	-1.3	0.1	-2
COc1cccc(C(=O)NNC(=O)Cc2cccs2)c1	-0.5	-1	11	9	100	1	2	-1.8	-0.3	3
NC(=O)CC(NC(=O)Cc1ccc(Br)cc1)c1ccc(N2CCC(Cc3ccccc3)CC2)c([N+](=O)[O-])c1 (stereo not drawn)	-0.3	-1	10	3	98	36	-30	3.6	-2.2	-1
Cc1ccc2cc(CCNC(=O)c3ccco3)c(=O)[nH]c2c1C	0.0	-2	14	-3	97	-1	12	2.1	-0.2	-4
CC(C)CN(C(=O)COC(=O)c1ccc(Br)cc1)c1c(N)n(Cc2ccccc2)c(=O)[nH]c1=O	0.1	4	4	2	91	2	-14	3.7	-0.2	?
O=C(Nc1ccc2c(c1)OCO2)c1cc(C2CCCCN2C(=O)c2ccc3ccccc3c2)on1 (stereo not drawn)	0.0	0	4	4	92	1	-10	0.2	3.6	0
Clc1ccccc1CSc1nc2ccncc2[nH]1	0.0	8	13	-6	103	5	-34	0.1	-5.1	-4
Cc1cc([N+](=O)[O-])ccc1NC(=O)/C=C/c1cccs1	0.0	-2	2	-3	97	0	-10	-1.5	0.6	2
COc1ccc(Cn2c(-c3ccc(Br)cc3)c[n+]3ccccc23)cc1	-0.3	2	3	-5	99	0	-20	0.3	-2.8	-3
CCCCC(=O)Nc1cccc(NC(=S)NC(C)=O)c1	0.2	-1	-8	2	96	-9	-4	-1.8	-0.2	2
CCCCN1C(=O)c2ccc(C(=O)Nc3ccc(S(=O)(=O)N(C)C)cc3)cc2C1=O	0.3	-7	19	-4	96	0	-14	4.7	3.6	-2
Cc1nnc(-c2cnn(C)c2N)n1CCCN(C)C	-0.1	-8	25	-7	98	-2	0	-0.3	-0.4	1
COc1ccc(C2=CSC3=C(C(=O)c4cccc(S(=O)(=O)N(C)C)c4)CCN23)cc1	0.1	4	-9	-3	117	-2	0	-2.7	-1.6	3
COc1ccc(S(=O)(=O)N2CCOCC2)cc1NC(=O)CCc1cc(OC)c(OC)c(OC)c1	0.0	5	6	-6	95	-2	1	-0.5	0.2	2
O=C(CC(=O)N/N=C/c1ccc(Cl)cc1Cl)NCc1ccccc1	0.0	-4	1	-1	98	20	-10	0.3	-2.8	1
N#CC1(Cc2ccccc2)c2ccccc2C=CN1C(=O)c1ccccc1 (stereo not drawn)	-0.2	-4	9	-1	104	-3	-19	-1.1	5.0	-4
C/C(=N\NC(=O)c1ccc2c(c1)OCO2)c1cccnc1	0.1	-2	1	-6	99	-2	-10	-3.0	-0.5	3
COc1ccc(NC(=S)N2CCC(c3nc4ccccc4o3)CC2)c(OC)c1	0.0	4	4	0	95	-3	-13	-3.6	-0.7	2
Cc1cccc(C)c1OCc1cc(C(=O)NCc2cn(C)nc2C)no1	-0.1	-2	12	-5	93	-2	-3	-1.6	-0.6	0
CCc1nnc(NC(=O)[C@@H](NC(=O)c2cc(OC)cc(OC)c2)C(C)C)s1	-0.2	6	-3	-3	105	-4	-5	-0.9	2.7	4
CCCN(CC(=O)Nc1ccc(F)c(F)c1F)C(=O)C1CC(=O)N(Cc2ccccc2)C1 (stereo not drawn)	-0.2	4	-1	-6	99	-5	3	2.6	0.6	-1
CCNS(=O)(=O)c1ccc(CCC(=O)Nc2ccc3c(c2)OCCO3)cc1	-0.2	0	-3	-6	98	0	0	-1.2	0.5	-2
COC(=O)c1ccccc1NC(=S)N(Cc1ccc2c(c1)OCO2)Cc1cc2cccc(C)c2[nH]c1=O	-0.1	-1	8	6	97	-5	11	-0.2	-0.7	-10
CCN1C[C@@H]2[C@@H]3C(=O)N(Cc4ccccc4)C(=O)[C@@H]3[C@](CC)(C1=O)N2C(=O)c1ccc(Br)cc1	0.1	3	6	-1	97	4	3	-1.4	0.7	0
Cc1csc(C(C#N)C(=O)c2cc3ccccc3o2)n1 (stereo not drawn)	0.1	4	-3	-2	104	9	-16	0.3	-2.5	-3
CCCCNC(=S)NNC(=O)c1csc(C(C)C)c1	0.1	-9	10	-2	101	-2	1	1.0	0.1	0
Cc1csc(NC(=O)CNC(=O)OCc2ccccc2)n1	0.2	3	12	8	98	-1	7	-1.4	-4.0	0
COc1ccc(N2CCN(C(=O)Cc3ccc(Cl)cc3)CC2)cc1	-0.1	5	1	4	105	4	2	1.8	0.5	0
[2H]c1c([2H])c([2H])c(-c2nc(N3CCCCCC3)sc2C(=O)c2ccccc2)c([2H])c1[2H]	-0.3	-10	9	-2	103	0	-20	-1.6	0.8	-3
CCC(C)Sc1nnc(CNC(=O)C23CC4CC(CC(C4)C2)C3)n1C1CCCCC1 (stereo not drawn)	0.1	6	6	-1	100	-2	0	4.1	0.7	0
O=C(NCc1cccs1)C1CCN(S(=O)(=O)c2ccc3c(c2)OCCO3)CC1	-0.2	-2	1	-3	95	4	2	-0.1	1.2	-2
CC(=O)OCC1=C(C(=O)O)N2C(=O)[C@@H](NC(=O)Cc3cccs3)[C@H]2SC1	-0.3	-4	5	-2	99	-3	2	-1.7	0.1	1
CCOC(=O)CCCOC(=O)c1ccc(S(=O)(=O)N(C)C)cc1	-0.3	-8	0	4	97	3	2	-0.1	-2.4	0
Cc1ccc(NC(=O)c2cc(S(=O)(=O)N3CCCCC3)c[nH]2)cc1C	0.1	-8	15	-4	99	4	-13	-0.7	-0.1	2
COc1ccc(/C=C2\CCn3c2nc2ccccc2c3=O)cc1OC	-0.1	2	3	7	94	-4	18	0.3	-0.2	0
CC(=O)Nc1cccc(-c2ccnc3c2CC(C)(C(=O)Nc2cccc(Oc4ccccc4)c2)O3)c1 (stereo not drawn)	0.3	-3	-5	-3	95	25	14	-3.3	1.6	2
CC(C)(C)c1cc(N)n(-c2ccc(C(=O)O)cc2)n1	-0.3	1	16	-3	101	2	2	-3.0	-0.1	2
CCC(CO)Oc1cc(NCc2ccc(C(=O)O)cc2)c2ncn(C(C)C)c2c1 (stereo not drawn)	-0.2	5	-5	3	100	12	5	1.0	5.4	3
Cc1nc2ccc([N+](=O)[O-])cc2c(=O)n1Cc1ccc(Br)cc1	0.2	-2	-8	2	102	-2	-9	-1.6	-0.5	-2
COc1ccc(CN(C)C(=O)c2cnc(OC)cc2C(F)(F)F)c(OC)c1	-0.1	0	16	2	99	-5	-3	-0.7	-0.2	0
Cn1c(CCN2CCCC2)nc2cc(NS(=O)(=O)c3ccc(F)cc3)ccc21	0.5	13	17	1	99	7	-3	-3.3	2.3	-12
COc1ccc(S(=O)(=O)NCc2ccco2)cc1N(C)S(=O)(=O)c1ccccc1	0.1	-6	7	0	104	20	3	-1.4	-0.2	-1
O=C(NCCCc1ccccc1)c1cccs1	0.0	-4	3	2	104	2	4	-0.8	-0.2	1
CCCOC(=O)Cc1n[nH]c(=O)[nH]c1=O	0.3	-8	10	-5	92	4	-6	-2.4	-0.8	-2
CCCCc1n[nH]c2c1/C(=N/O)CC(C)(C)C2	0.1	-5	5	-4	93	2	-9	-2.9	-1.2	3
C#CCOCCOCCOCCNc1nc(N2CCN(C(=O)[C@H]([C@@H](C)CC)n3cc(CCCN=C(N)N)nn3)CC2)nc(N2CCN(C(=O)[C@H](CCCCN)n3cc(CC(C)O)nn3)CC2)n1 (stereo partly drawn)	0.3	-29	3	2	99	2	6	1.0	-0.6	-2

Screening data as filed in PubChem BioAssay.

Rows were taken by chance; any-hit rate near 4.5%.
